Pin1 inh = blocks the human prolyl isomerase Pin1. Pin1 FP peptide displacement, HiFluor488, 10 min. Potency, µM (top dose mostly 115 µM), for the others: at the highest dose activity, negative = inhibition, most hits filed as inhibitors. 390,000 compounds, 0.009% hits. AID 504891; active means well fitted inhibition curve with a large enough effect in the polarisation, with a control signal flat, not every such curve was filed as active; inconclusive means small, poorly fitted or top-dose-only effect, or effect the other way, or a change in a side signal; inactive means no such curve, though single readings can be large or run the other way; the % refers to the polarisation; further: potency means the concentration at half of the fitted maximal effect; on the % scale 0 is the no-effect control and ±100 the full control effect
Target sequence (Q13526 whole entry, looked up): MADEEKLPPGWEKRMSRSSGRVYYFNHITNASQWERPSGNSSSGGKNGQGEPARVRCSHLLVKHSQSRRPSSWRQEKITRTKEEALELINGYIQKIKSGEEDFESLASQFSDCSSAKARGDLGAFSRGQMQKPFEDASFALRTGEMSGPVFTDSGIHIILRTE
rTrxR1 inhibitor = rat TrxR1 inhibition. recombinant rTrxR1, NADPH fluorescence consumption, selenite substrate. Potency, µM (titrated, usually from 114 µM), for inactives: at the top dose activity change, negative = inhibition, actives largely listed as inhibitors. 390,000 compounds, 1% hits. AID 588453; further: potency means the concentration at half of the fitted maximal effect; on the % scale 0 is the no-effect control and ±100 the full control effect; nearly all actives have a fitted effect of over 65% in size
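Rat TrxR1 (90 nM in the dispensed reagent) was pre-reduced with 400 uM NADPH for 5 min at room temperature, then incubated with compound for 15 min. After 400 uM selenite was added, NADPH fluorescence (Ex 340/Em 450 nm) was followed for 8 min.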
PI4K2A inh = PI4K2A (human) kinase inhibition; purified PI4K2A, ADP-Glo luminescence, 1 h; active compounds read low; activity change, negative = inhibition, % at 76.9 µM; 420,000 compounds, 0.13% hits; in the data active means activity change below about -50%; inconclusive means mostly about -30% to -49%;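 further: -100% = wells without enzyme as full effect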
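ADP-Glo luminescence measured ADP generated by PI4K2A enzyme (4 ug/mL before mixing) with 1.2 mM PI substrate (pre-mix) and 300 microM ATP (pre-mix). Tris pH7.5 buffer with MgCl2, Triton X-100; 1 h reaction at ambient temperature.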
Tb PGK inh = inhibitors of T. brucei phosphoglycerate kinase; P07378; PGK/GAPDH coupled, Kinase-Glo luminescence, 60 min; Potency, µM (highest dose often 57.5 µM), for inactives: top-dose activity change, negative = inhibition, actives largely listed as inhibitors; 380,000 compounds, 0.043% hits; further: potency means the concentration at half of the fitted maximal effect; on the % scale 0 is the no-effect control and ±100 the full control effect; nearly all actives have a fitted effect of over 60% in size
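Luminescent ATP detection (Kinase-Glo Plus) follows a 60-minute room-temperature incubation, with wells lacking PGK as controls. Buffer: 100 mM TEA (pH 7.6), 5 mM MgCl2, 0.01% Tween-20. Coupling enzyme GAPDH (100 nM final) supplies unstable 1,3-BPG in-well.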
TrxR1 substrate = rat thioredoxin reductase 1 substrate activity. O89049. purified TrxR1 substrate turnover, NADPH consumption readout. Potency, µM (series often up to 114 µM), inactives show at the top dose activity change, negative = substrate turnover. 390,000 compounds, 0.01% hits; further: potency means the concentration at half of the fitted maximal effect; on the % scale 0 is the no-effect control and ±100 the full control effect; nearly all actives have a fitted effect of over 50% in size
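Rat TrxR1, dispensed at 90 nM, was prereduced with 400 uM NADPH (final) for 5 min at ~22 deg C, then incubated with compound 15 min before 400 uM selenite. A first-read NADPH fluorescence drop versus no-compound background flagged substrates.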
IDH1 R132H inh = human IDH1 R132H inhibition | O75874 | IDH1-R132H enzyme, NADPH consumption, diaphorase/resazurin fluorescence | Potency, µM (highest dose often 76.6 µM), for the others: top-dose activity change, negative = inhibition, hits mostly inhibitors | 390,000 compounds, 0.093% hits; further: potency means the concentration at half of the fitted maximal effect; on the % scale 0 is the no-effect control and ±100 the full control effect; nearly all actives have a fitted effect of over 65% in size
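IDH1-R132H (0.5 ug/mL dispensed) in pH 7.5 Tris buffer was preincubated 30 min with compound, then given a substrate mix of 0.016 mM NADPH and 2 mM alpha-KG for 80 min at room temperature; remaining NADPH was read by diaphorase/resazurin fluorescence.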
GLS inhibitor = inhibitors of human glutaminase (GLS); Potency, µM (titrated, usually from 45.5 µM), for inactives: at the top dose activity change, negative = inhibition, most hits filed as inhibitors; GLS enzymatic activity, qHTS titration; 410,000 compounds, 0.21% hits; further: potency means the concentration at half of the fitted maximal effect; on the % scale 0 is the no-effect control and ±100 the full control effect
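Enzyme dispensed in phosphate buffer (45 mM, pH 8.2, 0.02% Tween-20), compounds pinned in, then 1 mM L-glutamine solution and the glutamate oxidase–HRP–Amplex Red mix added; fluorescence read immediately and again after 30 min at room temperature.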
USP1 inh = USP1/UAF1 (human) deubiquitinase inhibition | O94782 | recombinant USP1/UAF1, Ub-Rhodamine cleavage fluorescence | Potency, µM (top dose mostly 57.1 µM), for the others: top-dose activity change, negative = inhibition, hits mostly inhibitors | 390,000 compounds, 0.23% hits | AID 743255; further: potency means the concentration at half of the fitted maximal effect; on the % scale 0 is the no-effect control and ±100 the full control effect; nearly all actives have a fitted effect of over 60% in size; inactives centre near -12
Target sequence (O94782 whole entry, looked up): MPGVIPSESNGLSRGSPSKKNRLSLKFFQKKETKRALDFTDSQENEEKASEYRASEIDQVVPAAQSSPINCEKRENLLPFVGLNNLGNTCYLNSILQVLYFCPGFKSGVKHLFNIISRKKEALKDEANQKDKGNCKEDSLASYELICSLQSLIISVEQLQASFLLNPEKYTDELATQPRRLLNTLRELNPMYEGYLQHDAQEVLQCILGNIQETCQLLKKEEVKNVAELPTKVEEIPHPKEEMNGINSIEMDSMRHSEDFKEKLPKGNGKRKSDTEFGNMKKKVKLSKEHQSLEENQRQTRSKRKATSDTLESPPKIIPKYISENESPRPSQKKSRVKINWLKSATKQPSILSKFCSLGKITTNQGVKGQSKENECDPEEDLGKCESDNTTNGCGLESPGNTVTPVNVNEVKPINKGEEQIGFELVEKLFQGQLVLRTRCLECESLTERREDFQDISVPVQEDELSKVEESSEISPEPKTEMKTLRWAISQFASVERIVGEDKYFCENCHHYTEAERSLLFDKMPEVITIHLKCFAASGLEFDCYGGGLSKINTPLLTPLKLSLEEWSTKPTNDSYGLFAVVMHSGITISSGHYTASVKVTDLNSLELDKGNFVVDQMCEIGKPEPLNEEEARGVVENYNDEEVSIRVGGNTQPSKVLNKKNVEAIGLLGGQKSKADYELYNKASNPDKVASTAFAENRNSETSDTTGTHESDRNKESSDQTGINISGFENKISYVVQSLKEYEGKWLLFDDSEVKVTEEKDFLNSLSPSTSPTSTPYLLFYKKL
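USP1/UAF1 complex (1 nM) preincubated 15 min at room temperature with compound, then Ub-Rho substrate (150 nM final) added. Kinetic fluorescence at 480/540 nm over 6 reads at 60 s intervals; 50 mM HEPES pH 7.8, 0.5 mM EDTA, 0.1 mg/ml BSA, 1 mM TCEP, 0.01% Tween-20.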
HP1b binding inh = blocks HP1-beta chromodomain binding to methylated histone tails. P83916. AlphaScreen HP1-beta / biotin-H3K9me3 peptide binding. Potency, µM (doses to about 114 µM), for the others: at the highest dose activity change, negative = inhibition, most hits filed as inhibitors. 390,000 compounds, 0.56% hits. AID 540317; further: potency means the concentration at half of the fitted maximal effect; nearly all actives have a fitted effect of over 70% in size; inactives centre near 23
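AlphaScreen: HP1-beta (50 nM) preformed 30 min with biotin-H3(1-18)K9me3 peptide (50 nM) in PBS pH 7.4, 0.01% Tween-20. Compound added for 30 min at RT, then streptavidin donor/nickel chelate acceptor beads (10 ug/mL) for 30 min.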
* marks the source's active call; other numbers are inactive results; & = joins results of further samples; [ ] = another dose, or the depositor's remark. Unless noted, the call rests on the fitted dose curve; in most records, active means well fitted curve in the direction sought with a large enough effect; inconclusive means small, poorly fitted or top-dose-only effect, or another doubt; inactive means no such curve, though single readings can be large; an effect the other way counts as inactive or inconclusive. The list is partial (hit frequency here may not be typical).

Screening CCOc1ccccc1N(CC(=O)NC1CCCC1)C(=O)CNC(=O)c1cccs1 returned Pin1 inh 1%, rTrxR1 inhibitor -6%[57.1 µM], PI4K2A inh -2, Tb PGK inh 7%, TrxR1 substrate -3%, IDH1 R132H inh 0%, GLS inhibitor 5%, USP1 inh -9% and HP1b binding inh 4%.
CC(=O)c1ccc(N2C(=O)N(Cc3ccccc3C#N)c3ccccc3S2(=O)=O)cc1 was read as Pin1 inh 12%, rTrxR1 inhibitor 19%[57.1 µM], PI4K2A inh -5, Tb PGK inh -4%, TrxR1 substrate 4%[57.1 µM], IDH1 R132H inh -8%, GLS inhibitor -3%, USP1 inh -20% and HP1b binding inh 32%.
For CCOC(=O)/C=C/C(=O)OCC(=O)N1CCN(C(=O)c2ccco2)CC1 the results were Pin1 inh -15%, rTrxR1 inhibitor 50µM*, PI4K2A inh -5, Tb PGK inh 0%, TrxR1 substrate -7%, IDH1 R132H inh 2%, GLS inhibitor -5%, USP1 inh -6% and HP1b binding inh 7%.
For COc1ccc2[nH]c(=O)c(CN(Cc3ccc(C)cc3)Cc3nnnn3CC3CCCO3)cc2c1 (centres undefined) the results were Pin1 inh 0%, rTrxR1 inhibitor -10%, PI4K2A inh 3, Tb PGK inh 1%, TrxR1 substrate 9%, IDH1 R132H inh 13%, GLS inhibitor 14%, USP1 inh -6% and HP1b binding inh 7%.
`CCOc1cc(C(=O)Nc2cc3c(cc2N2CCCC2)n(C)c(=O)c(=O)n3C)cc(OCC)c1OCC` gave Pin1 inh 15%, rTrxR1 inhibitor inconclusive, PI4K2A inh -1, Tb PGK inh inconclusive, TrxR1 substrate 136%[activator], IDH1 R132H inh 6%, GLS inhibitor -8%, USP1 inh inconclusive and HP1b binding inh 25%.
`Cc1ccc(NC(=O)C(C)N2CCCc3ccccc32)cc1S(=O)(=O)N1CCOCC1` (centres undefined) gave PI4K2A inh -2, Tb PGK inh -5%, IDH1 R132H inh 0%, GLS inhibitor 8% and USP1 inh -18%.
Screening CCc1ccc(S(=O)(=O)c2nnn3c2nc(NCc2cccc(OC)c2)c2cc(Cl)ccc23)cc1 returned Pin1 inh 17%, rTrxR1 inhibitor 54%[activator], PI4K2A inh -3, Tb PGK inh 9%, TrxR1 substrate 98%[activator], IDH1 R132H inh -3%, GLS inhibitor -3%, USP1 inh inconclusive and HP1b binding inh 22%.
`CCOC(=O)C1=C(CN2CCN(c3cccc(Cl)c3)CC2)NC(=O)NC1c1ccc(Cl)cc1` (centres undefined) gave Pin1 inh 4%, rTrxR1 inhibitor 35%, PI4K2A inh -1, Tb PGK inh 1%, TrxR1 substrate -3%, IDH1 R132H inh -3%, GLS inhibitor 5%, USP1 inh -13% and HP1b binding inh 11%.
For CCOC(=O)N1CCN(Cc2nc(-c3ccc(C)cc3)no2)CC1 the results were Pin1 inh 1%, rTrxR1 inhibitor 7%[57.1 µM], PI4K2A inh 18, Tb PGK inh 7%, TrxR1 substrate 6%, IDH1 R132H inh 3%, GLS inhibitor 2%, USP1 inh -20% and HP1b binding inh 53%[activator].
Screening CC1=C(C(=O)Nc2cccnc2)C(c2ccccn2)n2nnnc2N1 (centres undefined) returned Pin1 inh 6%, rTrxR1 inhibitor 7%, PI4K2A inh 0, Tb PGK inh 6%, TrxR1 substrate 6%, IDH1 R132H inh 5%, USP1 inh -7% and HP1b binding inh 52%[activator].
`O=C(NCCOc1ccccc1-c1ccccc1)c1ccco1` gave Pin1 inh -6%, rTrxR1 inhibitor 22%[11.4 µM], PI4K2A inh 3, Tb PGK inh 0%, TrxR1 substrate 11%[11.4 µM], IDH1 R132H inh 16%, GLS inhibitor 0%, USP1 inh inconclusive and HP1b binding inh -25%.
Screening CCN(CC)S(=O)(=O)c1ccc(S(=O)(=O)N2CCN(C(=O)c3ccco3)CC2)cc1 returned Pin1 inh 1%, rTrxR1 inhibitor -19%, PI4K2A inh -2, Tb PGK inh -1%, TrxR1 substrate -7%, IDH1 R132H inh 11%, GLS inhibitor 9%, USP1 inh 5% and HP1b binding inh 12%.
For N#CCCNC(=O)CCN1CCCCC1 the results were Pin1 inh -10%, rTrxR1 inhibitor 21%[57.1 µM], PI4K2A inh 4, Tb PGK inh 2%, TrxR1 substrate 10%[57.1 µM], IDH1 R132H inh 2%, GLS inhibitor 4%, USP1 inh -16% and HP1b binding inh 8%.
O=C(NNC(=O)c1ccccc1[N+](=O)[O-])c1cnccn1 was read as Pin1 inh 2%, rTrxR1 inhibitor 7%, PI4K2A inh -29, TrxR1 substrate 3%, IDH1 R132H inh 8%, GLS inhibitor 9%, USP1 inh -14% and HP1b binding inh 26%.
`CCC(NC(=O)CCC(=O)N1CCN(S(=O)(=O)c2ccc(C)cc2)CC1)c1ccc(C)cc1` (centres undefined) gave Pin1 inh 3%, rTrxR1 inhibitor 31%, PI4K2A inh 2, Tb PGK inh 7%, TrxR1 substrate 1%, IDH1 R132H inh -9%, GLS inhibitor -2%, USP1 inh -7% and HP1b binding inh 23%.
CCOCCCNC(=O)CN1C(=O)C(CC)Oc2ccccc21 (centres undefined) was read as Pin1 inh -4%, rTrxR1 inhibitor 23%, PI4K2A inh -5, TrxR1 substrate 9%, IDH1 R132H inh 9%, GLS inhibitor 10%, USP1 inh -2% and HP1b binding inh 9%.
Screening CCOc1ccc(CCNC(=O)c2cnccn2)cc1OCC returned Pin1 inh 10%, rTrxR1 inhibitor 14%[57.1 µM], PI4K2A inh 5, Tb PGK inh 0%, TrxR1 substrate -14%[57.1 µM], IDH1 R132H inh 5%, GLS inhibitor 4%, USP1 inh -6% and HP1b binding inh 29%.
CCN(CC)S(=O)(=O)c1ccc(C(=O)Nc2cc3oc4ccccc4c3cc2OC)cc1 was read as Pin1 inh 5%, rTrxR1 inhibitor 8%, PI4K2A inh -2, Tb PGK inh -6%, TrxR1 substrate 3%, IDH1 R132H inh -4%, GLS inhibitor 4%, USP1 inh 4% and HP1b binding inh 24%.
Screening O=C(COC(=O)c1ccccc1C(=O)c1ccc(Cl)cc1)NC(c1ccccc1)c1ccccc1 returned Pin1 inh 22%, rTrxR1 inhibitor -11%, PI4K2A inh -4, Tb PGK inh 3%, TrxR1 substrate -13%, IDH1 R132H inh 4%, GLS inhibitor -6%, USP1 inh 5% and HP1b binding inh 10%.
`O=C(OCn1nnc2ccccc2c1=O)c1ccc(O)cc1` gave Pin1 inh -10%, rTrxR1 inhibitor 2%[57.1 µM], PI4K2A inh -2, Tb PGK inh 11%, TrxR1 substrate 3%[57.1 µM], IDH1 R132H inh 7%, GLS inhibitor -2%, USP1 inh -23% and HP1b binding inh 26%.

As a working copy, part of the list above.
Screening CCOc1ccccc1N(CC(=O)NC1CCCC1)C(=O)CNC(=O)c1cccs1 returned Pin1 inh 1%, rTrxR1 inhibitor -6%[57.1 µM], PI4K2A inh -2, Tb PGK inh 7%, TrxR1 substrate -3%, IDH1 R132H inh 0%, GLS inhibitor 5%, USP1 inh -9% and HP1b binding inh 4%.
CC(=O)c1ccc(N2C(=O)N(Cc3ccccc3C#N)c3ccccc3S2(=O)=O)cc1 was read as Pin1 inh 12%, rTrxR1 inhibitor 19%[57.1 µM], PI4K2A inh -5, Tb PGK inh -4%, TrxR1 substrate 4%[57.1 µM], IDH1 R132H inh -8%, GLS inhibitor -3%, USP1 inh -20% and HP1b binding inh 32%.

Next compounds:
Screening C[C@]12CC[C@@H]3c4ccc(O)cc4CC[C@H]3[C@@H]1C[C@@H](O)[C@@H]2O returned Pin1 inh -12%, rTrxR1 inhibitor 6%, PI4K2A inh 2&-1, Tb PGK inh -2%, TrxR1 substrate 8%, IDH1 R132H inh 1%, GLS inhibitor 10%, USP1 inh -22% and HP1b binding inh 37%.
`Cc1ncc(CSc2ccc(Cl)cc2)c(CO)c1O` gave Pin1 inh 1%, rTrxR1 inhibitor 9%[57.1 µM], PI4K2A inh 6, Tb PGK inh inactive, TrxR1 substrate 8%[57.1 µM], IDH1 R132H inh 20%, GLS inhibitor -2%, USP1 inh -1% and HP1b binding inh 0%.
For CCOc1ccccc1Nc1nnc(SCC(=O)NC2CCS(=O)(=O)C2)s1 (centres undefined) the results were Pin1 inh -1%, rTrxR1 inhibitor 3%, PI4K2A inh 2, Tb PGK inh 4%, TrxR1 substrate -4%, IDH1 R132H inh -12%, GLS inhibitor 16%, USP1 inh -18% and HP1b binding inh 44%[activator].
Screening O=C(Nc1cccc(Cl)c1)NC1CC2CCC(C1)N2Cc1ccco1 (centres undefined) returned Pin1 inh 2%, rTrxR1 inhibitor 5%, PI4K2A inh -3, Tb PGK inh 9%, TrxR1 substrate 1%, IDH1 R132H inh -4%, GLS inhibitor -3%, USP1 inh -3% and HP1b binding inh 12%.
For COc1ccc(C(=O)OC(C)C(=O)NC(C)CCc2ccccc2)c(OC)c1 (centres undefined) the results were Pin1 inh 4%, rTrxR1 inhibitor 7%, PI4K2A inh 0, Tb PGK inh -4%, TrxR1 substrate 1%, IDH1 R132H inh 0%, GLS inhibitor 2%, USP1 inh -14% and HP1b binding inh 48%.

From PubChem
